Screens: PubChem BioAssay, several laboratories
Dengue-2 NS5 capping: Dengue-2 NS5 methyltransferase inhibitors, primary screen, biochemical, confirmation dose response (AID 588689); Dengue-2 NS5 methyltransferase capping enzyme assay, biochemical; higher % means a stronger effect; inhibition, % at 25 µM, or IC50 in µM where a hit was titrated; actives 0.3% (n = 340,000); in the data active = a potency from the dose series
GPR55 antagonists: inhibition of LPI-stimulated GPR55 beta-arrestin translocation – imaging, U2OS, beta-arrestin-GFP, LPI agonist, primary screen (AID 2013) | U2OS GPR55 beta-arrestin-GFP translocation imaging, LPI antagonism; higher % means a stronger effect | inhibition, % at 10 µM; hits with a dose series show IC50 in µM | actives 0.13% (n = 290,000);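 active = spots per cell inhibited over 60%, with over 100 cells counted and total cytoplasm intensity under 500,000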;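 note: U2OS cells stably carrying GPR55 and arrestin-GFP stimulated by 5 µM LPI near EC80; imaged beta-arrestin-GFP aggregate spots per cell after agonist stimulation; plate controls were LPI-stimulated DMSO wells for no effect and DMSO wells without LPI for full effect; some results filed as inactive read as strong as hits; confirmed hits need IC50 under 10 µM and bright autofluorescent wells are also inconclusive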
GPR35 arrestin U2OS: GPR35 antagonists blocking zaprinast-driven arrestin recruitment, primary screen, imaging, U2OS, beta-arrestin-GFP, zaprinast agonist (AID 2058); U2OS GPR35 beta-arrestin-GFP translocation imaging, zaprinast antagonism; higher % means a stronger effect; inhibition, % at 10 µM, or IC50 in µM where a hit was titrated; actives 0.052% (n = 290,000);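 active = inhibition of at least 50% with at least 30 cells and total cytoplasm GFP at most 10,000,000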
HIV fusion peptide: inhibitors of HIV fusion peptide binding, primary screen, biochemical, uHTS, fluorescence dequenching (AID 1986). cell-free peptide binding, fluorescence dequenching, 30 min; higher % means a stronger effect. inhibition, % at 20 µM, or IC50 in µM where a hit was titrated. actives 0.3% (n = 290,000); in the data active = inhibition mostly above about 52%, no sharp cut-off; inactive = mostly below about 76%; note: some results filed as inactive read as strong as hits
KOR beta-arrestin-1: KOR antagonists, beta-arrestin recruitment, cell-based, luminescence, uHTS (AID 1778) | KOR beta-arrestin recruitment, luminescence, antagonist mode; higher % means a stronger effect | actives 0.091% (n = 290,000) | inhibition, % at 10 µM, or IC50 in µM where a hit was titrated; in the data active = inhibition above about 50%; note: strong numbers were not always called active
GPR55 activation: selective activators of receptor GPR55 – imaging, U2OS cells, beta-arrestin-GFP redistribution, primary screen (AID 1961). U2OS GPR55 beta-arrestin-GFP redistribution imaging; higher % means a stronger effect. activation, % at 10 µM, or EC50 in µM where a hit was titrated. actives 0.048% (n = 290,000);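 active = activation above 40% with more than 50 cells counted in the well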;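 note: U2OS osteosarcoma cells stably expressing GPR55 and beta-arrestin-GFP; plate controls were DMSO negative control for no effect and LPI positive control for full effect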
West Nile antiviral: West Nile virus antiviral activity, cell-based, CPE readout (AID 1621); CPE inhibition, % at 10 µM, or IC50 in µM where a hit was titrated; actives 0.02% (n = 290,000); West Nile virus-infected cells, CPE inhibition; higher % means a stronger effect; in the data active = a potency from the dose series; note: strong numbers were not always called active
NOD1 inhibition: NOD1 signaling inhibitors, primary screen, cell-based, luminescence, uHTS (AID 1578) | NOD1-driven NF-kB luciferase reporter cells, luminescence; higher % means a stronger effect | inhibition, % at 4 µM, or EC50 in µM where a hit was titrated | actives 1% (n = 290,000); in the data active = inhibition mostly above about 36%, no sharp cut-off; inactive = mostly below about 34%;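 note: HEK-293T reporter cells stimulated with the NOD1 agonist gamma-tri-DAP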
KOR beta-arrestin-2: KOR agonists, beta-arrestin recruitment, primary screen, cell-based, luminescence, uHTS (AID 1777); KOR beta-arrestin recruitment, luminescence; higher % means a stronger effect; one-dose activation, % at 10 µM; EC50 in µM for titrated hits; actives 0.02% (n = 280,000); in the data active = activation above about 50%, passing the limit was not always enough; note: a part of the inactive calls stands beside numbers as strong as those of hits
* hit, by the source's call; [ ] = another dose, or the depositor's remark. A portion of the library; count on the stated rates, not on these rows.

For COCCNCCOCCOc1ccc(Cl)c(C)c1 the results were Dengue-2 NS5 capping 1.1%, GPR55 antagonists -12.0%, GPR35 arrestin U2OS -4.1%, HIV fusion peptide 0.9%, KOR beta-arrestin-1 -1.1%, GPR55 activation -0.2%, West Nile antiviral 0.0%, NOD1 inhibition 6.7% and KOR beta-arrestin-2 -6.2%.
Screening CC12CC(c3ccccc3O1)C(/C(N)=N/NC(=O)c1ccc(F)cc1)C(=O)N2 (stereo unspecified) returned Dengue-2 NS5 capping -10.0%, GPR55 antagonists 1.0%, GPR35 arrestin U2OS -8.1%, HIV fusion peptide 4.5%, KOR beta-arrestin-1 32.4%, GPR55 activation -0.2%, West Nile antiviral -0.6%, NOD1 inhibition 2.8% and KOR beta-arrestin-2 -1.9%.
O=Cc1c(Nc2cccc(C(F)(F)F)c2)nc2ccccn2c1=O was read as Dengue-2 NS5 capping -0.7%, GPR55 antagonists -7.4%, GPR35 arrestin U2OS 0.3%, HIV fusion peptide -1.3%, KOR beta-arrestin-1 6.5%, GPR55 activation 0.0%, West Nile antiviral -0.6%, NOD1 inhibition -7.9% and KOR beta-arrestin-2 0.8%.
COC(=O)c1cc(COC(=O)c2nc3nccc(C)n3n2)oc1C was read as Dengue-2 NS5 capping 0.0%, GPR55 antagonists 73.8%, GPR35 arrestin U2OS -18.0%, HIV fusion peptide -0.3%, KOR beta-arrestin-1 -9.7%, GPR55 activation 0.4%, West Nile antiviral 0.6%, NOD1 inhibition -23.3% and KOR beta-arrestin-2 -4.2%.
Screening CC(=O)Nc1ccc2nc(NC(=O)C(Cl)(Cl)Cl)sc2c1 returned Dengue-2 NS5 capping -9.2%, GPR55 antagonists 12.1%, GPR35 arrestin U2OS -12.5%, HIV fusion peptide 0.5%, KOR beta-arrestin-1 -16.8%, GPR55 activation -0.3%, West Nile antiviral -0.5%, NOD1 inhibition -45.5% and KOR beta-arrestin-2 -2.8%.
CCN(CC)CCN(C(=O)c1ccc2ccccc2c1)c1nc2cc3c(cc2s1)OCO3 was read as Dengue-2 NS5 capping 0.0%, GPR55 antagonists 21.4%, GPR35 arrestin U2OS -7.4%, HIV fusion peptide -1.1%, KOR beta-arrestin-1 8.0%, GPR55 activation -0.1%, West Nile antiviral 0.6%, NOD1 inhibition -13.2% and KOR beta-arrestin-2 2.4%.
Screening C=CCON1C(=O)c2ccccc2C1=O returned Dengue-2 NS5 capping -7.0%, GPR55 antagonists -5.3%, GPR35 arrestin U2OS 15.5%, HIV fusion peptide 0.4%, KOR beta-arrestin-1 -37.5%, GPR55 activation 1.4%, West Nile antiviral -0.2%, NOD1 inhibition -13.7% and KOR beta-arrestin-2 6.4%.
Screening COc1ccc(N2CCN(c3oc(-c4ccccc4OC)nc3C#N)CC2)cc1 returned Dengue-2 NS5 capping -4.8%, GPR55 antagonists -8.1%, GPR35 arrestin U2OS -19.0%, HIV fusion peptide -1.2%, KOR beta-arrestin-1 -53.6%, GPR55 activation 0.0%, NOD1 inhibition 43.4% and KOR beta-arrestin-2 6.8%.
Screening CCCc1nc2ccc(NC(=O)NCCC(=O)OCC)cc2c(=O)n1Cc1cccc(Cl)c1 returned Dengue-2 NS5 capping 4.5%, GPR55 antagonists 6.5%, GPR35 arrestin U2OS -4.5%, HIV fusion peptide 4.8%, KOR beta-arrestin-1 12.4%, GPR55 activation -0.1%, West Nile antiviral -0.2%, NOD1 inhibition -15.3% and KOR beta-arrestin-2 1.1%.
O=C(Nc1ccc(F)cc1)Nc1ccccc1F was read as Dengue-2 NS5 capping -12.5%, GPR55 antagonists -15.2%, GPR35 arrestin U2OS 10.1%, HIV fusion peptide 1.3%, KOR beta-arrestin-1 -12.9%[20 µM], GPR55 activation -0.1%, West Nile antiviral 0.4%, NOD1 inhibition -13.9% and KOR beta-arrestin-2 -4.3%.
C=CCSc1nc(C)c2cc(C)cc(C)c2n1 was read as Dengue-2 NS5 capping -6.4%, GPR55 antagonists 10.3%, GPR35 arrestin U2OS 9.0%, HIV fusion peptide -2.0%, KOR beta-arrestin-1 26.9%, GPR55 activation -0.1%, West Nile antiviral -0.1%, NOD1 inhibition 4.9% and KOR beta-arrestin-2 -0.9%.
`CCc1c(C)sc(NC(=O)c2ccco2)c1C#N` gave Dengue-2 NS5 capping 0.0%, GPR55 antagonists 2.1%, GPR35 arrestin U2OS -5.5%, HIV fusion peptide 2.1%, KOR beta-arrestin-1 -8.9%, GPR55 activation 0.0%, West Nile antiviral -0.4%, NOD1 inhibition -71.6% and KOR beta-arrestin-2 0.3%.
Cn1c(=O)[nH]c(=O)c2c1nc(N1CCCCCC1)n2CCSc1nc2ccccc2[nH]1 was read as Dengue-2 NS5 capping 0.7%, GPR55 antagonists -7.9%, GPR35 arrestin U2OS -18.7%, HIV fusion peptide -0.7%, KOR beta-arrestin-1 -20.9%, GPR55 activation 0.0%, West Nile antiviral -0.5%, NOD1 inhibition 7.6% and KOR beta-arrestin-2 2.8%.
Cc1[nH]c2ccccc2c1C(=O)CSc1cccc[n+]1[O-] was read as Dengue-2 NS5 capping -11.8%, GPR55 antagonists -0.8%, GPR35 arrestin U2OS -5.7%, HIV fusion peptide -1.1%, KOR beta-arrestin-1 6.5%, GPR55 activation 0.5%, West Nile antiviral 0.5%, NOD1 inhibition -4.7% and KOR beta-arrestin-2 -1.2%.
For Cc1cc(NS(=O)(=O)c2cc(Cl)sc2Cl)no1 the results were Dengue-2 NS5 capping 6.5%, GPR55 antagonists 9.9%, GPR35 arrestin U2OS -9.2%, HIV fusion peptide 0.7%, KOR beta-arrestin-1 15.3%, GPR55 activation -0.1%, West Nile antiviral 0.6%, NOD1 inhibition -6.7% and KOR beta-arrestin-2 -7.7%.
For CCOC(=O)c1ccc(NC(=S)NNC(=O)COC)cc1 the results were Dengue-2 NS5 capping -1.3%, GPR55 antagonists -2.5%, GPR35 arrestin U2OS 1.4%, HIV fusion peptide -2.0%, KOR beta-arrestin-1 11.8%, GPR55 activation 0.2%, West Nile antiviral -0.1%, NOD1 inhibition -4.6% and KOR beta-arrestin-2 -2.6%.
For O=C(CCSc1nnnn1-c1ccccc1)N1CCOCC1 the results were Dengue-2 NS5 capping 1.6%, GPR55 antagonists 1.2%, GPR35 arrestin U2OS -14.5%, HIV fusion peptide -0.5%, KOR beta-arrestin-1 26.0%, GPR55 activation -0.1%, West Nile antiviral 0.1% and KOR beta-arrestin-2 -1.2%.
Screening CCOc1ccc(NC(=S)NC(C)CCc2ccccc2)cc1 (stereo unspecified) returned Dengue-2 NS5 capping -10.4%, GPR55 antagonists -5.1%, GPR35 arrestin U2OS -1.5%, HIV fusion peptide -1.1%, KOR beta-arrestin-1 -15.5%[20 µM], GPR55 activation -0.1%, West Nile antiviral -1.7%, NOD1 inhibition -10.4% and KOR beta-arrestin-2 -3.4%.
COc1ccccc1OCCCOc1ccc(C)cc1Br was read as Dengue-2 NS5 capping -5.1%, GPR55 antagonists 12.4%, GPR35 arrestin U2OS 5.6%, HIV fusion peptide -0.4%, KOR beta-arrestin-1 33.9%, GPR55 activation 0.4%, West Nile antiviral -0.7%, NOD1 inhibition -38.5% and KOR beta-arrestin-2 -0.1%.
`N#C/C(=C\c1ccc(F)cc1)c1nc(-c2ccco2)cs1` gave Dengue-2 NS5 capping -5.8%, GPR55 antagonists -13.1%, GPR35 arrestin U2OS -9.0%, HIV fusion peptide 55.7%, KOR beta-arrestin-1 -17.6%, GPR55 activation -0.4%, West Nile antiviral -1.0%, NOD1 inhibition -18.9% and KOR beta-arrestin-2 3.6%.
CC(=O)N(CC(C)(C)CC=C(C)C)c1ccccc1 was read as GPR55 antagonists -15.8%, GPR35 arrestin U2OS -4.0%, HIV fusion peptide -0.3%, KOR beta-arrestin-1 -11.9%, GPR55 activation -0.2%, West Nile antiviral -0.2%, NOD1 inhibition 8.5% and KOR beta-arrestin-2 -4.7%.
Cc1ccc2c(c1)N(C(=O)CCC(=O)NC1CCCCCC1)CCO2 was read as Dengue-2 NS5 capping -5.5%, GPR55 antagonists -2.3%, GPR35 arrestin U2OS 19.5%, HIV fusion peptide -1.8%, KOR beta-arrestin-1 -23.6%[20 µM], GPR55 activation 0.7%, West Nile antiviral -0.6%, NOD1 inhibition -11.7% and KOR beta-arrestin-2 0.4%.
CC(CNS(=O)(=O)c1ccccc1)Sc1nncn1C (stereo unspecified) was read as Dengue-2 NS5 capping -8.6%, GPR55 antagonists 1.7%, GPR35 arrestin U2OS 7.2%, HIV fusion peptide -1.2%, KOR beta-arrestin-1 -19.1%, GPR55 activation -0.1%, West Nile antiviral 0.4%, NOD1 inhibition 6.2% and KOR beta-arrestin-2 4.8%.
Screening COc1ccc(CNC(=O)C2CCN(c3cc(C(=O)Nc4cccc(OC)c4)ccn3)CC2)cc1 returned Dengue-2 NS5 capping -1.8%, GPR55 antagonists 1.5%, GPR35 arrestin U2OS -3.1%, HIV fusion peptide -2.6%, KOR beta-arrestin-1 -1.6%, GPR55 activation 0.3%, West Nile antiviral 0.5%, NOD1 inhibition 12.3% and KOR beta-arrestin-2 4.0%.
Screening CCN1C(=O)Cc2cc(S(=O)(=O)N3CCOCC3)ccc21 returned Dengue-2 NS5 capping -2.4%, GPR55 antagonists 7.9%, GPR35 arrestin U2OS 4.7%, HIV fusion peptide -2.3%, KOR beta-arrestin-1 -25.9%, GPR55 activation 0.2%, West Nile antiviral -0.1%, NOD1 inhibition 11.4% and KOR beta-arrestin-2 -5.6%.
For COc1ccc(N2CCN(c3nc4ccccc4nc3NS(=O)(=O)c3ccccc3)CC2)cc1 the results were Dengue-2 NS5 capping 27.8%, GPR55 antagonists 4.4%, GPR35 arrestin U2OS -13.5%, HIV fusion peptide 11.4%, KOR beta-arrestin-1 21.4%, GPR55 activation -0.1%, West Nile antiviral 0.1%, NOD1 inhibition 10.0% and KOR beta-arrestin-2 -0.1%.
`COc1ccc2c(C)c(CC(=O)N3CCN(C(=O)C4COc5ccccc5O4)CC3)c(=O)oc2c1C` (stereo unspecified) gave Dengue-2 NS5 capping -15.0%, GPR55 antagonists 8.5%, GPR35 arrestin U2OS 3.3%, HIV fusion peptide 0.6%, KOR beta-arrestin-1 -10.0%, GPR55 activation 0.2%, West Nile antiviral 0.2%, NOD1 inhibition -41.7% and KOR beta-arrestin-2 -3.8%.

Random excerpt: two compounds from above, in no set order.
CC(CNS(=O)(=O)c1ccccc1)Sc1nncn1C (stereo unspecified) was read as Dengue-2 NS5 capping -8.6%, GPR55 antagonists 1.7%, GPR35 arrestin U2OS 7.2%, HIV fusion peptide -1.2%, KOR beta-arrestin-1 -19.1%, GPR55 activation -0.1%, West Nile antiviral 0.4%, NOD1 inhibition 6.2% and KOR beta-arrestin-2 4.8%.
COc1ccccc1OCCCOc1ccc(C)cc1Br was read as Dengue-2 NS5 capping -5.1%, GPR55 antagonists 12.4%, GPR35 arrestin U2OS 5.6%, HIV fusion peptide -0.4%, KOR beta-arrestin-1 33.9%, GPR55 activation 0.4%, West Nile antiviral -0.7%, NOD1 inhibition -38.5% and KOR beta-arrestin-2 -0.1%.
